APE1 inh – blocks human APE1 abasic DNA cleavage | P27695 | recombinant APE1, TAMRA/BHQ-2 abasic DNA cleavage fluorescence | Potency, µM (top dose mostly 65.8 µM), for inactives: top-dose activity change, negative = inhibition, hits mostly inhibitors | 350,000 compounds, 0.35% hits | AID 2517;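 further: plate controls were vehicle for no effect and reference inhibitor for full effect; nearly all actives have a fitted effect of over 55% in size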
Target sequence (P27695 whole entry, looked up): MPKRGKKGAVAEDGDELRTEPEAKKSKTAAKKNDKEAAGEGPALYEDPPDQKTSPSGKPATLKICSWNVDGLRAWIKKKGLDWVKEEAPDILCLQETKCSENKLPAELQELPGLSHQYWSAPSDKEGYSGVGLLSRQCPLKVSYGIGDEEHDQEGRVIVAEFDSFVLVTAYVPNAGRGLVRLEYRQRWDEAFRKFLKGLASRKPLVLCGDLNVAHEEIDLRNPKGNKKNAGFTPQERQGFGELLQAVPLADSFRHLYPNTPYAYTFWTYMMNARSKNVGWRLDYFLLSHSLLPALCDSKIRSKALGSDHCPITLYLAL
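APE1 at 0.75 nM preincubated 15 min at room temperature with compound. Reaction then started with 50 nM double-stranded THF-abasic substrate labelled with TAMRA/BHQ-2, and 525/598 nm fluorescence read kinetically. Activity taken as third-minus-first read difference, normalized to DMSO and NSC13755 controls.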
G9a block – G9a (human) methyltransferase inhibition; Q96KQ7; G9a H3K9 monomethylation, AlphaScreen, 2 h; Potency, µM (doses to about 102 µM), without a hit: at the highest dose activity, negative = inhibition, usual class: inhibitors; 350,000 compounds, 8.8% hits; further: on the % scale 0 is the no-effect control and ±100 the full control effect; nearly all actives have a fitted effect of over 75% in size
Target sequence (Q96KQ7 913-1193 limits assumed): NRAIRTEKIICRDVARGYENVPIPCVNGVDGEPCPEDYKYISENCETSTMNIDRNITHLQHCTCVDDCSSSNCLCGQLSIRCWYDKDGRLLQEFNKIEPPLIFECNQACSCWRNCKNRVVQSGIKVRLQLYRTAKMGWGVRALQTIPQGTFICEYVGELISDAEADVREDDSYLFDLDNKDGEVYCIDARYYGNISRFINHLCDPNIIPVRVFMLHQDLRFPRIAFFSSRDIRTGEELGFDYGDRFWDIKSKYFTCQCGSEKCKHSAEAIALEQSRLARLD
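Compounds were preincubated with 20 nM G9a for 15 min, after which biotinylated H3K9 peptide (500 nM) and SAM (20 uM) started a 2 h room-temperature reaction. Monomethylated product was quantified by antibody-based AlphaScreen chemiluminescence.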
POLK inh – inhibitors of human DNA polymerase kappa | purified Pol kappa, fluorescent DNA synthesis assay, 10 min | Potency, µM (titrated, usually from 107 µM), without a hit: at the top dose activity, negative = inhibition, most hits filed as inhibitors | 400,000 compounds, 0.53% hits | AID 588579; further: on the % scale 0 is the no-effect control and ±100 the full control effect
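Fluorescent qHTS in 1536-well format: enzyme (10 nM) and compound sat 15 min at room temperature before 50 nM substrate (final) was added. Signal taken at 0 and 10 min; no-enzyme buffer wells were negative controls.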
BAZ2B inh – BAZ2B (human) inhibition; AlphaScreen BAZ2B-H3K14Ac peptide displacement; Potency, µM (top dose mostly 114 µM), without a hit: at the highest dose activity change, negative = inhibition, most hits filed as inhibitors; 360,000 compounds, 4.4% hits; AID 504333; further: on the % scale 0 is the no-effect control and ±100 the full control effect; nearly all actives have a fitted effect of over 60% in size
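Compounds, titrated to a top concentration of 110 uM, were incubated 30 min at room temperature with preformed BAZ2B/acetyl-K14 H3 peptide complex (50 nM each). Proximity signal was measured by AlphaScreen after 20 min with beads.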
JMJD2A Tudor – inhibitors of human JMJD2A Tudor domain; AID 504339; 390,000 compounds, 4.4% hits; O75164; Potency, µM (titrated, usually from 114 µM), without a hit: at the top dose activity change, negative = inhibition, usual class: inhibitors; AlphaScreen JMJD2A-Tudor / H3K4me3 peptide binding; further: on the % scale 0 is the no-effect control and ±100 the full control effect; nearly all actives have a fitted effect of over 50% in size
POLB inh – inhibitors of human DNA polymerase beta; P06746; Pol beta primer extension/strand displacement, fluorescence kinetic; Potency, µM (series often up to 114 µM), for the others: top-dose activity change, negative = inhibition, hits mostly inhibitors; 340,000 compounds, 1.3% hits; AID 485314; further: on the % scale 0 is the no-effect control and ±100 the full control effect
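Preincubation: enzyme (10 nM) with compound, 15 min, RT. Reaction: substrate added to 50 nM final. Reads: 0 and 10 min. Analysis: normalized, Hill fit.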
POLH inh – DNA polymerase eta (human) inhibition; Q9Y253; recombinant Pol eta, fluorescent DNA replication assay; Potency, µM (top dose mostly 114 µM), without a hit: top-dose activity change, negative = inhibition, actives largely listed as inhibitors; 390,000 compounds, 1.2% hits; further: on the % scale 0 is the no-effect control and ±100 the full control effect
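Fluorescent replication assay: 50 nM final substrate added after a 15 min room-temperature compound preincubation with 10 nM enzyme. Signal taken at 0 min and again at 10 min.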
BLM helicase inh – blocks DNA unwinding by human BLM helicase. P54132. recombinant BLM DNA unwinding, fluorescence dequenching. Potency, µM (series often up to 56.1 µM), without a hit: at the top dose activity change, negative = inhibition, actives largely listed as inhibitors. 350,000 compounds, 0.2% hits;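 further: plate controls were vehicle for no effect and no enzyme for full effect; nearly all actives have a fitted effect of over 35% in size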
POLI inh – inhibitors of human DNA polymerase iota | Potency, µM (doses to about 115 µM), for inactives: top-dose activity, negative = inhibition, hits mostly inhibitors | Pol iota fluorescent replication assay, 10 min | Q9UNA4 | 390,000 compounds, 1% hits
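Fluorescent replication assay read twice, at 0 min and 10 min after adding 50 nM (final) substrate. Enzyme (10 nM) and compounds were first incubated 15 min at room temperature; enzyme-free buffer wells were negative controls.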
* = called active by the depositor; ? = inconclusive; nt = not tested or not shown; & = joins results of further samples; ! = repeats disagree; [ ] = remark or other dose. The call rests on the fitted dose curve; in most records, active means well fitted curve in the direction sought with a large enough effect; inconclusive means small, poorly fitted or top-dose-only effect, or another doubt; inactive means no such curve, though single readings can be large; an effect the other way counts as inactive or inconclusive. Potency means the concentration at half of the fitted maximal effect. This is a subset, so the mix of outcomes need not match the whole.

smiles,G9a block,BAZ2B inh,POLK inh,JMJD2A Tudor,POLB inh,POLH inh,POLI inh,BLM helicase inh,APE1 inh
COc1ccc(OC)c(CN2CCN(C(=O)COc3cccc(C)c3)CC2)c1,7.1µM*,?,7%,3.5µM*,1%,-9%,6%,2%,-12%
C[N+]1=C(/C=C/Nc2ccccc2)C(C)(C)c2ccccc21,?,-33%,-8%,-14%,7%,-9%,5%,-10%,32%[activator]
O=C(Cc1cc(=O)[nH]c(=O)[nH]1)N1CCN(CCO)CC1,0%,-10%,-10%,-15%,4%,-1%,-13%,-3%,-4%
COC(=O)C1=C(c2ccc(F)cc2F)C[C@@H]2CC[C@H]1N2C(=O)NCc1ccc(C(F)(F)F)cc1,-9%[0.501 µM],6%,8%,-6%,nt,-9%,23%,nt,27%
Cc1ccccc1C(O)(Cc1ccccc1)C1CN2CCC1CC2 (stereo unspecified),-9%,-23%,-4%,-10%,8%,-3%,-14%,3%,4%
Clc1ccc(CNC2CN3CCC2CC3)cc1 (stereo unspecified),-15%[59 µM],-5%,6%,-19%,2%,-9%,-6%,2%,5%
CCCOc1ccc(N2C(=O)CC(N3CCC(O)(c4cccc(C(F)(F)F)c4)CC3)C2=O)cc1 (stereo unspecified),-27%[59 µM],1%,-2%,-12%,-1%,-17%,22%,-4%,-7%
O=c1[nH]ncc(NCCc2ccccc2)c1Cl,9%,-16%,-10%,-10%,-29%,-15%,37%[activator],0%,2%
Cc1cccc(N2CCC3(CC2)C(=O)NC(=O)NC3=O)c1,nt,nt,-3%,-17%,nt,-9%,21%,nt,nt
N=C1c2ccccc2CN1c1ncccn1,12%,-22%,-14%,-9%,?,2%,18%,7%,-4%
COC(=O)C1=C(c2ccccc2)C[C@@H]2CC[C@H]1N2C(=O)NCC1CC1,nt,nt,-4%,-19%,nt,-1%,-14%,nt,nt
COC(=O)C1=C(c2c(C)noc2C)C[C@@H]2CC[C@H]1N2C(=O)N1CCOCC1,?,-23%,9%,-3%,nt,-8%,30%[activator],nt,45%[activator]
CCc1cccc2c(C#N)cn(CC(=O)N3CCOCC3)c12,16%[12.7 µM],2%,-7%,-6%,4%,-15%,6%,-4%,-2%
CN(C)c1cc[n+](CC(O)C[n+]2ccc(N(C)C)cc2)cc1,15%[2.33 µM],-3%,-17%,-22%,nt,-1%,?,nt,3%
CCOc1ccc(NC(=O)N2C[C@H]3C[C@@H](C2)c2cccc(=O)n2C3)cc1,-37%,-23%,7%,-4%,1%,-14%,12%,0%,18%
Nc1ccccc1C(=O)OCC(=O)Nc1ccc(Br)cc1F,19%,-3%,-9%,2%,-1%,-15%,24%,-3%,-3%
Cc1ccccc1NC(=NCCCN1CC1)Nc1ccccc1C,nt,nt,-6%,-31%,nt,-9%,6%,nt,nt
O=C(O)c1ccc(NC(=O)N2C[C@H]3C[C@@H](C2)c2cccc(=O)n2C3)cc1,10%[12.7 µM],-25%,17%,-17%,13%,-14%,9%,-1%&1%,2%&48%
N#Cc1ccc(CN2CC[C@@]3(CCCNC3)C2)cc1,-10%[12.7 µM],nt,17%[60.1 µM],nt,nt,nt,nt,-2%,9%
CCc1ccc(N2C(=O)NC(=O)/C(=C\C=C\c3ccco3)C2=O)cc1,-128%[59 µM],45µM*,35µM*,-29%,?,20µM*,7.1µM*,-1%,?
O=C1/C(=C\c2ccncc2)N2CCC1CC2,-5%[12.7 µM],-2%,13%,-20%,14%,0%,20%,1%,2%
CC(NS(=O)(=O)OCC(Cl)(Cl)Cl)c1ccccc1 (stereo unspecified),?,-5%,3%,1%,11%,-4%,18%,-2%,13%
Cc1ccc(N)c(C(=O)c2ccccc2)c1,?,?,-6%,?,39%,-8%,2%,-3%,11%
Cn1c(=O)c2c(ncn2CCCl)n(C)c1=O,1%,-16%,3%,-10%,35%,-18%,65%[activator],-8%,3%
COc1ccc(C)cc1NC(=O)c1cccn(Cc2cccc([N+](=O)[O-])c2)c1=O,-22%[59 µM],-11%,1%[60.1 µM],-13%,-9%,-14%,18%,-1%,nt
COP(=S)(OC)c1c(C)nn(CCC#N)c1NC(=O)c1ccc(Cl)cc1,20%[59 µM],7%,-5%,-1%,47%,-11%,4%,1%,2%[12.4 µM]
Cc1cc(NC(=O)CCl)no1,?,-9%,-15%,-15%,-9%,-13%,21%,-5%,2%
COCC(C)NC(=O)c1cc2cccc([N+](=O)[O-])c2[nH]1 (stereo unspecified),nt,-38%,-11%,-24%,-1%,1%,266%[activator],-4%,9%
COC(=O)C1=C(c2ccc(C(C)=O)cc2)C[C@@H]2CC[C@H]1N2C(=O)N1CCC(O)(c2ccc(Cl)cc2)CC1,7%[2.33 µM],-12%,-5%,-19%,nt,-12%,?,nt,-20%
OC(CN1CCC(c2c[nH]c3ccccc23)CC1)C(F)(F)F (stereo unspecified),6%,-13%,5%,-15%,-11%,-16%,20%,0%,8%
CCc1ccc(NC(=O)CCNC(=O)N2C[C@H]3C[C@@H](C2)c2cccc(=O)n2C3)cc1,nt,7%,8%,-10%,16%,-8%,-7%,-3%,6%
Cc1ccc2c(c1)C(c1ccccc1)=NCC(=O)N2,nt,-2%,-6%,-13%,19%,-18%,28%,0%,-7%
Cc1ccc(-c2nn(C)c(=O)c3ccccc23)cc1CNC(=O)/C=C/c1ccccc1,nt,12%,-1%,-16%,4%,-4%,?,-7%,1%
O=C(Cn1c(=O)oc2cc(S(=O)(=O)N3CCCC3)ccc21)N1CCN(c2ccccc2F)CC1,?,?,-29%,-9%,?,6%,?,-6%,32%
CN(C)C(Cc1ccc(C#N)cc1)C(=O)c1ccccc1 (stereo unspecified),-46%[59 µM],-25%,-5%,-9%,2%,-13%,121%[activator],2%,-1%
CCOc1ccccc1-n1c(O)c(C=NCc2ccc3c(c2)OCO3)c(=O)[nH]c1=O,-6%,8%,1%,12%,45%,-4%,2%,-3%,3%
CC(Cl)(Cl)/C(=N/P(=S)(N1CCOCC1)N1CCOCC1)N1CCOCC1,3%,-9%,-8%,-9%,15%,-4%,?,-1%,2%
C[C@]12C=CC(=O)C=C1CC[C@@H]1[C@@H]2CC[C@]2(C)C(=O)CC[C@@H]12,nt,nt,2%,-3%,nt,-17%,1%,nt,nt
CC(=O)OC1N=C(c2ccccc2)c2ccccc2NC1=O (stereo unspecified),6%[59 µM],-34%,-4%,-3%,-19%,-4%,-12%,-3%,0%
CN(C)CCN(C)CCc1ccc(Cl)c(Cl)c1,-2%[59 µM],nt,5%&-7%[19.4 µM],nt,nt,nt,nt,5%,3%&-1%
COc1ccc(C(O)C(C)NC(C)C(O)c2ccc(OC)cc2)cc1 (stereo unspecified),nt,nt,3%,10%,nt,-22%,-2%,nt,nt
COc1cccc(NC(=O)c2ccc[n+](C)c2)c1,40µM*,-25%,2%,?,8%,-16%,0%,1%,43%
Cc1cc(O)cc2c1O[C@@](C)(CCC[C@@H](C)CCC[C@@H](C)CCCC(C)C)CC2,6%[59 µM],12%,-19%,?,nt,-24%,22%,nt,-20%
COC(=O)C1=C(c2ccc(F)cc2F)C[C@@H]2CC[C@H]1N2C(=O)N1CCOCC1,6%[2.33 µM],-2%,3%,-10%,nt,-9%,9%,nt,0%
Cc1cccc(NP(C)(=O)c2nc3c(s2)CCCC3)c1 (stereo unspecified),?,-3%,7%,-10%,2%,-14%,14%,-10%,3%
Cc1ccc(NC(=O)CCNC(=O)N2C[C@H]3C[C@@H](C2)c2cccc(=O)n2C3)c(C)c1,1%[12.7 µM],7%,9%,-7%,0%,-28%,14%,-2%,8%
CC1=NN=C(c2ccc(N)cc2)c2cc3c(cc2C1)OCO3,7.5µM*!,?,3%[60.1 µM],?,-1%[57.1 µM],-8%,?,5%,?
O=C(C1CCN(c2nc3ccc(Br)cc3s2)CC1)N1CCC2(CC1)OCCO2,24%,-1%,-17%,-8%,0%,-8%,?,-1%,0%
CCOC(=O)C1(CCc2ccccc2)CCN(Cc2ccco2)CC1,nt,-27%,-9%,-24%,7%,-10%,44%[activator],-1%,-3%
Cc1c(NC(=O)C(C)OC(=O)Cc2ccccc2)c(=O)n(-c2ccccc2)n1C (stereo unspecified),3%[59 µM],1%,-3%,-15%,16%,-10%,42%[activator],-3%,-2%

Full records from above. Order of values: G9a block | BAZ2B inh | POLK inh | JMJD2A Tudor | POLB inh | POLH inh | POLI inh | BLM helicase inh | APE1 inh
OC(CN1CCC(c2c[nH]c3ccccc23)CC1)C(F)(F)F (stereo unspecified) as listed: 6% | -13% | 5% | -15% | -11% | -16% | 20% | 0% | 8%
COc1cccc(NC(=O)c2ccc[n+](C)c2)c1 as listed: 40µM* | -25% | 2% | ? | 8% | -16% | 0% | 1% | 43%
Cc1ccc(NC(=O)CCNC(=O)N2C[C@H]3C[C@@H](C2)c2cccc(=O)n2C3)c(C)c1 as listed: 1%[12.7 µM] | 7% | 9% | -7% | 0% | -28% | 14% | -2% | 8%

Random excerpt: two compounds from above.
smiles,G9a block,BAZ2B inh,POLK inh,JMJD2A Tudor,POLB inh,POLH inh,POLI inh,BLM helicase inh,APE1 inh
O=C(Cn1c(=O)oc2cc(S(=O)(=O)N3CCCC3)ccc21)N1CCN(c2ccccc2F)CC1,?,?,-29%,-9%,?,6%,?,-6%,32%
Cc1ccc2c(c1)C(c1ccccc1)=NCC(=O)N2,nt,-2%,-6%,-13%,19%,-18%,28%,0%,-7%

More results.
smiles,G9a block,BAZ2B inh,POLK inh,JMJD2A Tudor,POLB inh,POLH inh,POLI inh,BLM helicase inh,APE1 inh
CC1(C)C2SCC(=O)N2CCN1CC(=O)NN (stereo unspecified),7%,-3%,-4%,-9%,13%,-16%,?,1%,1%
COC(=O)C1=C(c2cccc(C#N)c2)C[C@@H]2CC[C@H]1N2C(=O)N1CCCC1,3%[2.33 µM],6%,8%,2%,nt,-2%,-1%,nt,-4%
COc1ccccc1N(CC(=O)NC1CCCCC1)C(=O)c1cnn(C(C)C)c1,-34%[59 µM],9%,-9%,-7%,0%,-3%,5%,6%,-6%
CSc1ccc(CN2CCN(c3ccccc3C)CC2)cc1,13µM*,?,1%,4.5µM*,-14%,-2%,129%[activator],-13%,20%
CCOP(=O)(OCC)C(Nc1cccc([N+](=O)[O-])c1)c1ccc(OC)cc1 (stereo unspecified),?,-15%,-11%,-12%,2%,3%,10%,-4%,?
